Screening data as filed in PubChem BioAssay.
PfHsp40 yeast = rescue of yeast from PfHsp40 toxicity, primary screen, S. cerevisiae, ATP luminescence. AID 504582, 2011. hit rate 0.68% among 340,000. S. cerevisiae expressing PfHsp40, growth rescue. growth rescue, % at 12.5 µM; in the data active means growth rescue above about 28%, passing the limit was not always enough;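 further: yeast W303a lacking pdr1 and pdr3 grown in galactose medium; growth measured after three days at 30 °C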
Rv3671c inh = Rv3671c serine protease inhibitors, primary screen, biochemical, fluorescence polarization, M. tuberculosis H37Rv | P9WHR9 | inhibition, % at 5.96 µM | hit rate 0.048% among 320,000 | AID 2606, 2010; in the data active means inhibition above about 38%;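 further: extracellular domain of Rv3671c used as enzyme; 0% = enzyme with DMSO and 100% = no enzyme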
Target sequence (P9WHR9 whole entry, looked up, the tested form may be a part): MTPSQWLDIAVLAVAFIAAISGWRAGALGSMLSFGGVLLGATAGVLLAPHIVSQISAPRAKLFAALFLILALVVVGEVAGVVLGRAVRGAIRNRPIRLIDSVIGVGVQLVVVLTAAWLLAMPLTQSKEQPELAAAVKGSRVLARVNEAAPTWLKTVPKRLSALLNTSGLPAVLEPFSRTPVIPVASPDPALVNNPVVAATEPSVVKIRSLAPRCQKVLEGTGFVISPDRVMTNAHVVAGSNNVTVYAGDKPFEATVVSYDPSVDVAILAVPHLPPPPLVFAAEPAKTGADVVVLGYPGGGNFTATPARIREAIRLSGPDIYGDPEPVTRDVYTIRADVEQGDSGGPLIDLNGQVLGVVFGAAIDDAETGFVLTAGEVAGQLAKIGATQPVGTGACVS
Yp Topo-I inh = Yersinia pestis topoisomerase I inhibitors, primary screen, biochemical, cleavage product accumulation, plate reader, single point | DNA topoisomerase I (Yersinia pestis CO92) | Y. pestis Topo-I cleavage product accumulation | activity, % at 10 µM | hit rate 0.064% among 360,000; in the data active means activity above about 50%, passing the limit was not always enough; further: inactives centre near 2
TcdB inh = TcdB glycohydrolase inhibitors, primary screen, biochemical, single point, plate reader. hit rate 0.24% among 350,000. inhibition, % at 9.99 µM. Toxin B (Clostridioides difficile), P18177. AID 652162, 2013. TcdB glycohydrolase enzymatic assay; in the data active means inhibition above about 10%
SARS 3CLpro inh = SARS-CoV 3CLpro protease inhibitors, primary screen, biochemical, quenched FRET | recombinant SARS-CoV 3CLpro, quenched FRET peptide cleavage | hit rate 0.14% among 290,000 | inhibition, % at 6 µM | Replicase polyprotein 1ab (Severe acute respiratory syndrome coronavirus), P0C6X7 | AID 1706, 2009; in the data active means inhibition above about 12%
Anthrax LF inh2 = Bacillus anthracis LF protease inhibitors, primary screen, biochemical, multiplex microsphere, MLPCN library | Lethal factor (Bacillus anthracis), P15917 | multiplex microsphere protease cleavage assay | inhibition, % at 10 µM | hit rate 0.12% among 360,000 | AID 588501, 2011; in the data active means inhibition above about 30%; further: plate controls were buffer without enzyme for full effect and enzyme alone for no effect
Vc quorum ag = inducers of Vibrio cholerae quorum light production without autoinducers, primary screen, BH1578 luxS cqsA deficient, single point | hit rate 0.16% among 350,000 | V. cholerae BH1578 lux reporter, luminescence, 6 h | activation, % at 18.7 µM; in the data active means activation mostly above about 9.7%, no sharp cut-off; further: not every result past the cut was called active; inactives centre near 0; reference of the scale not given here
MazF activator = activators of E. coli MazEF toxin-antitoxin RNase, primary screen, biochemical, fluorescence, uHTS. Endoribonuclease toxin MazF (Escherichia coli (strain K12)), P0AE70. AID 504720, 2011. hit rate 0.32% among 350,000. FAM/BHQ RNA-DNA oligo cleavage fluorescence, 5 h. activation, % at 20 µM; in the data active means activation above about 50%
Target sequence (P0AE70 whole entry, looked up): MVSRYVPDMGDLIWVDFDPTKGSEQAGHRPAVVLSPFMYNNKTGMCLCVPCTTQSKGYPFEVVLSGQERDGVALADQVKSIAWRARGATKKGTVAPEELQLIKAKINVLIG
DUSP3 inh = VHR1 phosphatase inhibitors, primary screen, biochemical, absorbance, uHTS. hit rate 0.52% among 290,000. recombinant VHR phosphatase, pNPP absorbance. Dual specificity protein phosphatase 3 (Homo sapiens), P51452. inhibition, % at 13.3 µM; in the data active means inhibition above about 50%; further: some compounds called inactive have numbers as strong as hits
Target sequence (P51452 whole entry, looked up): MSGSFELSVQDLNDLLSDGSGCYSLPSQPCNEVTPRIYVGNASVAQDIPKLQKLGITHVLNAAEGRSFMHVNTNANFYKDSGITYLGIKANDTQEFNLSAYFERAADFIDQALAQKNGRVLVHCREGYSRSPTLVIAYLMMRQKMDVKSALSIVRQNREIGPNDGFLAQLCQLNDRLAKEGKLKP
SSB-PriA inh = inhibitors of Klebsiella pneumoniae PriA binding to SSB C-terminal tail, primary screen, biochemical, AlphaScreen; AlphaScreen SSBct-PriA binding, biotinylated peptide; inhibition, % at 33 µM; hit rate 0.6% among 430,000; AID 1272365, 2023; in the data active means inhibition mostly above about 37%, no sharp cut-off; inactive means mostly below about 20%;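 further: plate controls were negative control peptide for no effect and reference peptide for full effect; strong numbers were not always called active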
The depositor's hits bear a star; i = inactive; . = not tested or not shown; & = joins results of further samples. These rows are one share of the data; the hit share may differ from the screen's.

SMILES	PfHsp40 yeast	Rv3671c inh	Yp Topo-I inh	TcdB inh	SARS 3CLpro inh	Anthrax LF inh2	Vc quorum ag	MazF activator	DUSP3 inh	SSB-PriA inh
Cc1c(C(=O)Nc2cc(F)cc(F)c2)cnn1-c1ccccc1	4.8	-1	-4	-0.6	0	-7	-0.6	7	10	-27
O=C(O)C1CCCN1c1ncnc2ccccc12 (stereo unspecified)	-0.9	-1	4	.	2	1	i	3	-22	-12
Cc1cc[n+](C(C)C(=O)c2ccc(Cl)cc2)cc1 (stereo unspecified)	-1.6	-5	-4	1.1	0	.	0.4	-8	1	-16
CC(C)NC(=O)c1cc2cc(Br)ccc2oc1=O	-0.4	-4	7	.	-2	-3	0.2	-7	11	-22
CC(C)C[C@H](NC(=O)N1CCn2c1nc1ccccc12)C(=O)NCc1ccc2c(c1)OCO2	2.3	-5	25	1.6	2	2	-0.4	3	7	0
O=C(CSc1nnc(Cn2nnc(-c3ccccc3)n2)n1-c1ccccc1)Nc1ccc(F)cc1	-0.4	6	-2	.	2	13	-0.3	4	6	-6
Nc1ccc(N2CCN(c3ccc(F)cc3)CC2)cc1	-0.6	-6	0	1.0	-3	-8	i	-2	26	3
Cc1ccc(OCCN2CCC2(C)C(=O)Nc2ccc3c(c2)OCO3)cc1 (stereo unspecified)	.	.	28	0.6	.	-2	-0.7	.	.	.
CCC(=NCC1CCCO1)c1c(O)n(Cc2ccccc2)c(=O)[nH]c1=O (stereo unspecified)	-1.8	3	16	.	1	-1	i	8	20	-3
CCc1nnc(NC(=O)c2c(OC)cccc2OC)s1	-0.9	3	5	.	4	-5	i	-4	8	-4

Laid out differently: entries from further up
> O=C(CSc1nnc(Cn2nnc(-c3ccccc3)n2)n1-c1ccccc1)Nc1ccc(F)cc1
  PfHsp40 yeast = -0.4; Rv3671c inh = 6; Yp Topo-I inh = -2; TcdB inh = .; SARS 3CLpro inh = 2; Anthrax LF inh2 = 13; Vc quorum ag = -0.3; MazF activator = 4; DUSP3 inh = 6; SSB-PriA inh = -6
> CCc1nnc(NC(=O)c2c(OC)cccc2OC)s1
  PfHsp40 yeast = -0.9; Rv3671c inh = 3; Yp Topo-I inh = 5; TcdB inh = .; SARS 3CLpro inh = 4; Anthrax LF inh2 = -5; Vc quorum ag = i; MazF activator = -4; DUSP3 inh = 8; SSB-PriA inh = -4

(further entries)
SMILES	PfHsp40 yeast	Rv3671c inh	Yp Topo-I inh	TcdB inh	SARS 3CLpro inh	Anthrax LF inh2	Vc quorum ag	MazF activator	DUSP3 inh	SSB-PriA inh
COCCCNC(=O)Nc1ccc(Br)cc1Cl	-0.9	2	-4	.	5	-3	-1.0	7	-2	-17
CCOc1cc(N2CCOCC2)c(OCC)cc1NC(=O)COc1cccc2cccnc12	0.1	13	-9	.	2	-2	0.5	12	37	72
COc1ccc(C2=NN(Cc3ccccc3)C3C(=O)NC(=O)C23)cc1 (stereo unspecified)	0.2	3	1	1.0	3	-2	-0.1	-17	12	-3
CCOC(=O)c1cccc2c1-c1ccccc1/C2=N/O	233*	-30	1	.	2	2	2.0	0	38	.
O=C1CCCN1CC(O)CS(=O)(=O)Cc1ccc(Cl)c(Cl)c1 (stereo unspecified)	-0.6	9	0	0.3	2	3	i	14	.	-14
CC(=O)NC(Cc1c[nH]c2ccccc12)C(=O)NCc1ccc2c(c1)OCO2 (stereo unspecified)	1.9	2	-2	.	6	2	i	5	0	3
Nc1ccc(C(=O)Nc2ccc(Nc3ccncc3)cc2)cc1	-0.9	-2	4	0.2	-2	-5	0.1	18	-22	-12
COc1cccc(/C=N/Nc2ccnc(=O)[nH]2)c1O	-0.7	-2	-1	-11	1	3	1.2	3	10	.
Cc1ccc(C(=O)/C=C/Nc2ccccc2C(N)=O)cc1	0.0	8	18	.	1	-1	1.0	-14	-12	-11
Cc1ccccc1-n1c(Cn2c(=O)sc3ccccc32)nnc1SCC(N)=O	-0.9	7	1	0.6	-1	-4	-0.2	4	16	-10
CC1CCCCC1NCC#CCOc1ccc(Cl)cc1 (stereo unspecified)	0.2	6	10	0.3	-2	-6	-0.6	0	17	-14
Cc1ccc(S(=O)(=O)N(C)c2ccc(C(=O)Nc3c(C)n(C)n(-c4ccccc4)c3=O)cc2)cc1	-0.8	1	2	1.8	4	2	i	0	21	-7
O=C(Nc1ccc(F)cc1)/C(=C1/CCCCCN1)[N+](=O)[O-]	0.1	-6	-2	1.4	5	3	-0.4	4	-3	-3
Cc1nc(Nc2cccc(C(F)(F)F)c2)nc2c1C(=O)CC(C)C2 (stereo unspecified)	2.2	4	-8	.	4	4	i	-2	24	-5
Cc1nn(-c2ccc(F)cc2)c(C)c1NS(=O)(=O)c1ccc2ccccc2c1	7.6	-5	1	0.7	1	-3	i	0	27	-2
O=C1CCC(N2C(=O)c3ccccc3C2=O)C(=O)N1 (stereo unspecified)	-0.1	-2	-3	1.8	2	0	i	2	-12	.
COc1cccc(CN2CCN(Cc3cccc(Br)c3)CC2)c1OC	0.1	3	9	0.7	-7	1	-8.3	9	.	-12
Cn1c(=O)c(C(=O)COC(=O)c2cc(C(F)(F)F)nc3ccccc23)c(N)n(Cc2ccccc2)c1=O	.	-13	.	-0.1	-3	.	.	.	-3	.
Cc1cc(C(=O)NNC(=O)c2cccc(S(=O)(=O)N3CCOCC3)c2)c2ccccc2n1	0.7	9	1	0.4	-3	-6	-0.5	4	20	-12
Cn1cnc([N+](=O)[O-])c1Sc1ccncn1	.	.	-7	-0.5	.	0	-1.4	-1	.	.
O=C(CCl)Nc1ccc2c(c1)OCO2	-0.3	0	8	0.1	2	-4	-0.2	3	8	-22&-7
COc1ccccc1CN=C1NC(=O)C(CC(=O)Nc2ccc(OC)c(OC)c2)S1 (stereo unspecified)	2.1	7	-5	.	-1	-19	-0.3	7	18	-8
COc1cc(CNCCCN2CCOCC2)cc(Br)c1OCc1ccc(Cl)cc1	0.6	-7	-22	0.5	-4	-2	0.4	10	-2	-4
CC(=O)Nc1nnc(S(=O)(=O)N2CCN(c3ccc([N+](=O)[O-])cc3Cl)CC2)s1	-0.6	4	-12	-1.9	0	3	-0.3	6	18	0
CCc1cccc(CC)c1NC(=O)COC(=O)/C(C#N)=C/c1ccc(OC)cc1	1.2	11	7	0.5	-4	0	-0.4	124*	3	-7
COc1cccc(CNC(=O)C(=O)NCC(c2ccco2)N2CCOCC2)c1 (stereo unspecified)	-1.3	6	2	.	1	-1	i	2	-10	0
Nc1ncnc(NCc2ccc(F)cc2)c1[N+](=O)[O-]	0.9	5	0	0.5	1	2	-0.3	8	36	-4
CC1(C)SCC(C(=O)O)N1C=O (stereo unspecified)	-1.4	-9	-2	.	-2	-2	1.1	-2	5	-10
Cc1[nH]c(=O)[nH]c(=O)c1Cc1cccc2ccccc12	0.1	2	1	1.1	6	-1	-0.4	-3	24	-14
COc1ccc(Oc2coc3cc(OC(=O)/C=C/c4ccccc4)ccc3c2=O)cc1	95*	-1	8	0.1	6	-1	-0.3	2	13	-7
CCOc1ccc2[nH]c3nc(SCC(=O)OC(C)C)nnc3c2c1	0.2	0	6	5.5	-1	-9	i	11	-5	-1
CC(=O)NCC(=O)NC1(C(=O)NC2CCCC2)CCCCC1	-0.4	1	-8	.	0	-2	i	-9	5	-23
Cc1ccc(N2C(N)=C(C#N)C(c3cccs3)C3=C2CC(C)(C)CC3=O)cc1 (stereo unspecified)	0.9	-10	15	.	0	-2	i	5	33	12
COCC(C)NC(C(=O)Nc1ccc(C)c(Cl)c1)c1ccccc1 (stereo unspecified)	-0.4	2	7	.	2	-3	i	2	-1	-5
O=C(C1CC1)N1CCCN(C(=O)C2CC2)CC1	-0.4	8	3	.	-3	-1	i	-1	8	5
C=Cc1ccc(CN2CCCN(Cc3ccc(F)cc3)S2(=O)=O)cc1	.	-5	42	0.3	-1	-6	-0.8	-2	-15	3
COc1ccc(OC)c(-n2c(O)cnc2Nc2nc(C)cc(C)n2)c1	0.5	-5	-9	.	-7	-4	i	-2	19	2
Cc1nc2cc(Oc3nc(NCCN(C)C)nc4ccsc34)ccc2s1	.	.	-2	-8.5	.	-5	-0.7	.	.	.
CCOc1ccc(NC(=O)OCCN2CCN(CCc3ccccc3)C(C)C2)cc1 (stereo unspecified)	-1.5	.	24	0.3	.	0	i	0	.	2
CSc1cccc(NC(N)=O)c1	.	1	-2	0.8	0	0	1.2	16	25	-5
CCOc1ccc(Nc2ccc(N)c(S(=O)(=O)O)c2)cc1	3.0	.	-9	0.9	.	-5	3.4	5	.	27
Cc1cc(Cl)ccc1Oc1ccc(C(N)=O)cc1[N+](=O)[O-]	-0.9	-3	0	.	7	1	3.8	9	-2	-14
Cc1ccc(NC(=O)CN2CCN(c3ccccn3)CC2)c(Cl)c1	0.4	5	11	.	-1	-6	-0.5	0	18	-10
O=C([C@@H]1CCCN1C(=O)c1cccs1)N1CCN(S(=O)(=O)c2ccccc2F)CC1	-0.5	10	-10	1.0	.	0	-0.4	5	.	1
Cc1cc(=O)oc2cc(OCC(O)CN3CCN(c4ccc(F)cc4)CC3)ccc12 (stereo unspecified)	-0.7	1	4	.	4	-1	0.1	0	29	-8
Cc1ccc(C(C)(C)NC(=O)C2CCC(=O)N(C3CCCCCC3)C2)cc1 (stereo unspecified)	0.3	1	18	0.1	-1	3	-0.4	0	37	0
COc1ccc(Cc2nc3ccc(C(=O)N(C)Cc4nccn4C)cc3o2)cc1	.	.	0	-3.4	.	2	-1.4	6	.	.
CC(=O)c1cccc(NC(=O)C2(C)Cc3c(-c4cccc(C(N)=O)c4)ccnc3O2)c1 (stereo unspecified)	.	.	5	2.4	.	-11	i	.	.	.
